Screens (PubChem)
Chronic BCR inh = blocks chronic active B-cell receptor signaling; ABC-DLBCL IkBa-CBG/CBR reporter, luminescence ratio, 4 h; Potency, µM (top dose mostly 46.1 µM), for the others: top-dose ratio change, negative = lower green/red ratio, actives largely listed as inhibitors; actives 0.05% (n = 340,000); AID 493014; active means well fitted inhibition curve with a large enough effect in the signal ratio, with a control signal flat, not every such curve was filed as active; inconclusive means small, poorly fitted or top-dose-only effect, or effect the other way, or a change in a side signal; the % refers to the signal ratio;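 further: potency means the concentration at half of the fitted maximal effect; plate controls were basal doxycycline-induced cells for no effect and cells given 10 µM MG132 for full effect; MG132 reads +100%, hits lower the ratio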
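Doxycycline induced both beetle luciferases in TMD8 lymphoma cells; IKK-driven degradation limits the IkappaBalpha-fused green signal, while red luminescence normalises for cell number and nonspecific effects. Compounds tested up to 46 uM, 4 hrs.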
PKM2 act = activators of human pyruvate kinase M2; P14618; purified PKM2, Kinase-Glo ATP luminescence, activation; response scale: 0% is enzyme alone, no compound; Potency, µM (highest dose often 57.5 µM), without a hit: at the highest dose activation, most hits filed as activators; actives 0.34% (n = 260,000); further: potency means the concentration at half of the fitted maximal effect; on the % scale 0 is the no-effect control and ±100 the full control effect; nearly all actives have a fitted effect of over 55% in size
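Purified hPK-M2 (>95% pure) converted ADP (0.1 mM final) to ATP with 0.5 mM PEP in 50 mM imidazole pH7.2, KCl, MgCl2, Tween 20, BSA; 1 h at room temperature. ATP detected by Kinase-Glo luminescence.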
a7 integrin act = activates integrin-mediated alleviation for muscular dystrophy; alpha7betagal myoblasts, beta-gal FDG fluorescence, 48 h; Potency, µM (series often up to 38.3 µM), without a hit: at the top dose activation, most hits filed as activators; actives 0.064% (n = 350,000); AID 624291;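 further: potency means the concentration at half of the fitted maximal effect; 100% = response of the positive control SU9516; nearly all actives have a fitted effect of over 60% in size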
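Alpha7betagal+/- myoblasts (passage 13) were plated 16-24 hr, then exposed to compounds (1:260 dilution of DMSO stock) for 48 hours at 37C. After MPER lysis, β-galactosidase reporter activity was read as FDG fluorescence (ex 480/em 540) after 30 minutes.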
Coupling enz = coupling enzyme interference in Giardia aldolase counter-screen; activity change, negative = inhibition, % at 58.2 µM, hits read low; actives 0.67% (n = 290,000); coupling enzyme system counterscreen, AmpLite Red fluorescence; in the data active means activity change below about -30%; further: on the % scale 0 is the no-effect control and ±100 the full control effect
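First, compound is pin-transferred into glyceraldehyde-3-phosphate coupling-enzyme reagent at 57.5 uM final and held 10 min at RT. Next, substrate, coupling system and AmpLite Red are added. After 20 min RT, fluorescence (525/598 nm) is read.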
PTAP TSG101 blk = blocks PTAP/TSG101 interaction to inhibit HIV-1 budding; 340,000 tested, under 10 active; Fluorescence polarization, FITC-PTAP peptide / Tsg101 binding; Q99816; Potency, µM (titrated, usually from 115 µM), without a hit: at the highest dose activity change, negative = inhibition, usual class: inhibitors; active means well fitted inhibition curve with a large enough effect in the main read-out, with a control signal flat, not every such curve was filed as active; inconclusive means small, poorly fitted or top-dose-only effect, or effect the other way, or a change in a side signal; inactive means no such curve, though single readings can be large or run the other way; further: potency means the concentration at half of the fitted maximal effect; % of control where 0% means no effect
Target sequence (Q99816 whole entry, looked up): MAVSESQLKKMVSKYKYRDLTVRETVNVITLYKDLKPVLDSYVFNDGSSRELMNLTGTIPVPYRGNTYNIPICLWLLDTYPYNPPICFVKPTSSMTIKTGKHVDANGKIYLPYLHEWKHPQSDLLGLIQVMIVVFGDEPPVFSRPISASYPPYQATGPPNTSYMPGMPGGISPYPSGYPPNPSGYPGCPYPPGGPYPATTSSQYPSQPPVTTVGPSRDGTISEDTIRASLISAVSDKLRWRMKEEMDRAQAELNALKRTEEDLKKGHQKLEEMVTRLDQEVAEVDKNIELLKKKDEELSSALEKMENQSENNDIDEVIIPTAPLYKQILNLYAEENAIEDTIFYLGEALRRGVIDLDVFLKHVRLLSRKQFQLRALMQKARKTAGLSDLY
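Steps: Tsg101 binding domain dispensed (10 uM final), compounds pinned in DMSO, FITC-labeled PTAP-motif peptide added (50 nM final); after 20 min binding at room temperature, polarization measured.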
Menin MLL FP TR = inhibitors of human menin-MLL interaction, mutant MLL peptide; Menin + Texas Red MLL mutant peptide, fluorescence polarization; O00255; AID 1768; actives 0.23% (n = 270,000); Potency, µM (highest dose often 61.6 µM), for inactives: at the highest dose FP activity change, negative = inhibition, most hits filed as inhibitors; active means well fitted inhibition curve with a large enough effect in the polarisation, with a control signal flat, not every such curve was filed as active; inconclusive means small, poorly fitted or top-dose-only effect, or effect the other way, or a change in a side signal; inactive means no such curve, though single readings can be large or run the other way; the % refers to the polarisation; further: potency means the concentration at half of the fitted maximal effect; % of control where 0% means no effect; many of its hits are not listed in these tables
GALK inhibitor = galactokinase (human) inhibition; Potency, µM (highest dose often 57.5 µM), without a hit: at the highest dose activity change, negative = inhibition, hits mostly inhibitors; Purified GALK, Kinase-Glo residual ATP luminescence; P51570; actives 0.007% (n = 270,000); further: potency means the concentration at half of the fitted maximal effect; on the % scale 0 is the no-effect control and ±100 the full control effect
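Galactose (100 uM) and ATP (35 uM) were turned over by 5 nM GALK for 1 h at RT. Kinase-Glo Plus then converted the remaining ATP into a luminescent signal.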
B2AR arrestin = agonists driving beta-arrestin recruitment to human beta2-adrenergic receptor; P07550; beta-arrestin recruitment to beta2AR, cell-based reporter; Potency, µM (series often up to 46.1 µM), for inactives: top-dose activation, usual class: activators; actives 0.02% (n = 330,000); AID 492947;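 further: potency means the concentration at half of the fitted maximal effect; 0% = DMSO controls and full agonism = EC100 isoproterenol or metaproterenol; nearly all actives have a fitted effect of over 65% in size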
Target sequence (P07550 whole entry, looked up): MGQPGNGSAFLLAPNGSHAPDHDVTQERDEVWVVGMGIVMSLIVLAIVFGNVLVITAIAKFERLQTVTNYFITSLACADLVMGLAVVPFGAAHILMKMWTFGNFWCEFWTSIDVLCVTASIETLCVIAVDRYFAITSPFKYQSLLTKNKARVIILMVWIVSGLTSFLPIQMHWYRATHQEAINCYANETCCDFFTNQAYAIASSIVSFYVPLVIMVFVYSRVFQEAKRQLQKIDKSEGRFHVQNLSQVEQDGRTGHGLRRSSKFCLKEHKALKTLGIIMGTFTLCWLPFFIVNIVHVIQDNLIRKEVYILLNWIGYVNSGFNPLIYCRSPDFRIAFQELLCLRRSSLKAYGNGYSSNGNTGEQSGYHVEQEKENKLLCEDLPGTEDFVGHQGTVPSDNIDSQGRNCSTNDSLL
ASM inhibitor = human S-ASM enzyme inhibition; placental ASM, HMU-PC fluorogenic substrate, 60 min; P17405; actives 0.006% (n = 340,000); Potency, µM (highest dose often 57.5 µM), inactives show at the highest dose activity change, negative = inhibition, actives largely listed as inhibitors; AID 504937; further: potency means the concentration at half of the fitted maximal effect
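Human placenta-derived ASM enzyme was preincubated with compound for 10 minutes at room temperature, then given fluorogenic substrate HMU-PC0 (9 uM final) for 60 minutes at 37 °C; a pH 10 stop preceded fluorescence reading at Ex 386/Em 447 nm.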
Giardia kill = Giardia lamblia killing; AID 540267; actives 0.15% (n = 340,000); Giardia lamblia trophozoite viability; activity change, % at 7.66 µM, hits read low; in the data active means activity change below about -80%; inconclusive means between about -30% and that limit;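 further: parasites exposed to compound for two days anaerobically before the ATP read; on the % scale 0 is the no-effect control and ±100 the full control effect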
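Giardia lamblia trophozoites (100 cells/well) were incubated with compounds for 48 h at 37 deg C under anaerobic conditions. Viability was read as ATP content by one-step luminescence after 15-30 min at room temperature.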
Tb PFK block = blocks T. brucei phosphofructokinase; O15648; T. brucei PFK, ADP-Glo luminescence; Potency, µM (titrated, usually from 57.5 µM), for inactives: at the top dose activity, negative = inhibition, hits mostly inhibitors; actives 0.17% (n = 330,000);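 further: potency means the concentration at half of the fitted maximal effect; 0% = uninhibited 1x PFK enzyme wells and -100% = no-enzyme wells; nearly all actives have a fitted effect of over 60% in size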
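ADP-Glo luminescence quantified ADP after 45 min at room temperature, with 1.25 nM T. brucei PFK, 0.1 mM ATP and 0.5 mM fructose-6-phosphate in pH 8.0 TEA buffer. qHTS titrations up to 57 µM; curves classified by quality.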
The depositor's hits bear a star; ? = inconclusive; . = not tested or not shown; ! = not confirmed by another sample; [ ] = dose if it differs, or a comment. Unless noted, the call rests on the fitted dose curve; in most records, active means well fitted curve in the direction sought with a large enough effect; inconclusive means small, poorly fitted or top-dose-only effect, or another doubt; inactive means no such curve, though single readings can be large; an effect the other way counts as inactive or inconclusive. An excerpt, so the mix of outcomes need not match the whole.

SMILES	Chronic BCR inh	PKM2 act	a7 integrin act	Coupling enz	PTAP TSG101 blk	Menin MLL FP TR	GALK inhibitor	B2AR arrestin	ASM inhibitor	Giardia kill	Tb PFK block
O=C(O)CCNc1cc2ccccc2cc1C(=O)O	6%	13%	-4%	-30*	-8%	0%	4%	0.4%	6%	-1	7%
O=C(Nc1ccc(Cl)cc1)N1CCc2ccccc2C1	-8%	0%	28%	7	0%	?	-1%	6.6%	-1%	6	-1%
Cc1cc(C)n2nc(SCC(=O)N3CCCC(C)C3)nc2n1 (stereo not given)	-9%	.	15%	.	-4%	.	.	2.9%	0%	-10	1%
CC(C)N(Cc1ccccc1)C(=O)CC(=O)N(Cc1ccccc1)C(C)C	4%	1%	-27%	1	2%	?	2%	-0.2%	0%	3	-4%
CCCCC(=O)Nc1ccc(S(=O)(=O)N2CCCCC2c2cccnc2)cc1 (stereo not given)	0%	1%	-7%	.	.	.	-10%	-0.2%	5%	5	-2%
Cc1c(/C(O)=C2/C(=O)C(=O)N(Cc3cccnc3)C2c2cccs2)cnn1-c1ccccc1 (stereo not given)	?	-3%	11%	15	-4%	-27%	-2%	-0.8%	0%	6	-22%
CCc1ccc(CNC(=O)CCS(=O)(=O)Cc2ccc(C)cc2)cc1	10%	.	22%	.	-5%	.	5%	-0.1%	-2%	-18	3%
Cc1ccc(S(=O)(=O)CCC(=O)Nc2ccc3c(c2)OCO3)cc1	?	-17%	17%	-4	-5%	3%	2%	-0.2%	2%	14	-1%
NC(=O)COC(=O)CSc1cccc2cccc(Cl)c12	-3%	-7%	-9%	-9	-3%	15%	-1%	0.3%	-4%	0	0%
O=C(OCc1ccc(Cl)cc1)c1cccnc1Cl	?	0%	-6%	-6	-8%	2%	8%	0.0%	3%	16	-7%
CCc1cc2c(=O)[nH]c(N3CCCC3)nc2s1	3%	-1%	-2%	2	-2%	1%	.	-0.1%	21%	-17	-8%
c1ccc(C2Nc3ccccc3Oc3ccccc32)cc1 (stereo not given)	5%	-11%	6%	-3	3%	?	-3%	-0.6%	-9%	5	-7%
CCCCNC(=O)Cn1cnc2c(cnn2-c2ccc(C)c(C)c2)c1=O	3%	-1%	3%[7.66 µM]	8	-1%	-2%	3%	0.1%	1%	14	1%
Nc1nc(Nc2ccccc2)nc(NCc2ccco2)c1[N+](=O)[O-]	?	2%	-5%	0	-2%	?	-1%	0.0%	?	-19	2%
COc1cccc(CNc2ncc(-c3ccccc3)n2C)c1	?	5%	-27%	-1	1%	0%	-7%	0.2%	0%	-7	-7%
O=C(NN1CCCCC1)c1cccc(COc2ccc(Cl)cc2)c1	?	-7%	5%	1	-2%	7%	1%	-0.1%	-3%	16	-2%
Cc1cccc2sc(NC(=O)C3CSC4(C)CCC(=O)N34)nc12 (stereo not given)	0%	5%	-1%	.	-5%	.	5%	-0.6%	-5%	-8	-4%
COc1ccc(C(CC(=O)O)N2C(=O)CCC2=O)cc1 (stereo not given)	0%	.	-12%	-3	-4%	-10%	.	0.1%	3%	9	1%
Cc1cc(C)c(S(=O)(=O)N2CCN(C(=O)C(C)Cn3cncn3)CC2)c(C)c1 (stereo not given)	-2%	-1%	-64%[inhibitor]	-1	-5%	-3%	-1%	0.2%	2%	-1	0%
CC(O)CO (stereo not given)	5%	.	.	.	-2%	0%	.	0.3%	-10%	28	3%
COc1cc2ccccc2c2c1CCCC2=O	-6%	-17%	12%	9	-1%	9%	-1%	0.0%	3%	5	-2%
COc1cc(C(=O)N/N=C/c2ccsc2C)cc(OC)c1OC	?	0%	-24%	1	-2%	?	1%	-0.4%	-2%	9	-6%
Cc1ccc(-c2noc(CCC(=O)NCc3ccc4c(c3)OCO4)n2)cc1	1%	0%	-15%	1	-3%	-1%	0%	-0.6%	0%	10	-2%
Cc1cccn2c(=O)c3cc(C(=O)NCC4CCCO4)c(=N)n(CCN4CCOCC4)c3nc12 (stereo not given)	19%	-7%	-1%	-1	-7%	3%	-1%	-0.1%	314%[activator]	3	1%
CCN1CCCC1CNC(=S)Nc1ccc(C(C)=O)cc1 (stereo not given)	-3%	1%	6%	0	-2%	7%	-1%	0.1%	7%	?	-8%
CC(C)=CCN1CCN(Cc2cc(F)ccc2-n2nc(C)cc2C)CC1CCO (stereo not given)	-2%	4%	-1%	1	-1%	-18%	4%	0.1%	0%	-1	1%
O=C(CN1CCCCC1)Nc1cccc2c1OCO2	?	-5%	9%	0	-1%	.	-2%	0.4%	-2%	-4	-1%
COc1ccc(C2=NN(c3nc(-c4ccccc4)c(CC(=O)O)s3)C(c3ccco3)C2)cc1 (stereo not given)	-3%	?	11%	-4	-6%	?	0%	-0.5%	189%[activator]	-15	8%
COc1ccc(C(=O)c2ccc(CC#N)s2)cc1	-2%	4%	16%	0	1%	?	1%	0.1%	-4%	-19	-5%
Nc1nonc1C(=O)NCCNc1ncccc1[N+](=O)[O-]	-1%	16%	-2%	0	1%	15%	0%	0.0%	-3%	-5	-3%
CCOC(=O)N1CCN(C(=O)c2ccc3c(=O)n(CC4CCCO4)c(=S)[nH]c3c2)CC1 (stereo not given)	?	-1%	-28%	3	-6%	-24%	-1%	-0.4%	-2%	0	0%
O=C(c1cc2ccccc2o1)N1CCN(S(=O)(=O)/C=C/c2ccccc2)CC1	-2%	-5%	2%	0	2%	1%	9%	0.2%	-2%	-24	2%
CCn1c(CNC(=O)c2ccco2)nnc1SCC(=O)Nc1ccc(Br)cc1F	?	-1%	12%[7.66 µM]	3	1%	13%	1%	-0.2%	-4%	4	0%
CC(C)N(C1=N/C(=C\c2ccco2)C(=O)N1c1ccccc1)C(C)C	?	6%	23%	-2	-1%	-7%	-3%	0.3%	57%[activator]	11	-2%
Cc1ccc(NC(=O)C2CCN(S(=O)(=O)c3c(C)n[nH]c3C)CC2)c(C)c1	1%	0%[0.46 µM]	18%	0	-2%	4%	0%	-0.5%	2%	-10	-1%
O=[N+]([O-])c1ccc(S(=O)(=O)N/N=C/c2ccc3c(c2)OCO3)cc1	0%	-6%	2%	0	0%	?	-2%	-0.4%	0%	-22	1%
O=Nc1ccc(O)c2ncccc12	?	-4%	-52%[inhibitor]	-35*!	-6%	-27%	4%	3.5%	-1%	-26	-2%
Cc1ccc(NS(=O)(=O)c2cccs2)nc1	-2%	22%	?	-3	-7%	5%	-2%	1.2%	4%	-4	-11%
Cc1ccc(S(=O)(=O)Nc2ccc(O)c(Sc3ncn[nH]3)c2)cc1	-6%	5%	-12%	-10	-3%	33%[activator]	9%	0.1%	2%	11	-2%
CN(C(=O)CCN1C(=O)C2C3C=CC(C3)C2C1=O)c1ccccc1 (stereo not given)	0%	-17%	-11%	0	-6%	6%	9%	0.4%	0%	8	-1%
COc1cccc(/C=N/NC(=O)CSc2nnc(C)n2-c2ccccc2)c1OC	-8%	2%	-9%	2	-1%	-2%	-4%	-0.6%	8%	15	3%
CCOC(=O)c1ccc(Oc2nc(NC)nc(OC)n2)cc1	-25%	10%	12%	2	-10%	11%	-3%	-0.4%	-1%	-8	-8%
O=C(Nc1ccc(S(=O)(=O)NCc2ccccc2)cc1)c1ccccc1[N+](=O)[O-]	-1%	8%	-25%	-2	0%	21%	0%	-0.1%	-2%	9	1%
Cc1ccccc1N1C(=O)c2ccccc2NC1c1ccncc1 (stereo not given)	2%	3%	-1%	1	1%	8%	0%	2.5%	49%[activator]	-9	1%
O=C(c1ccco1)N(Cc1cccc([N+](=O)[O-])c1)c1ccc(Br)cc1	2%	-9%	29%	0	-4%	?	2%	0.2%	-4%	-19	-3%
CCCC1C(C#N)=C(N)Oc2cc(C)n(C)c(=O)c21 (stereo not given)	16%	-8%	4%	-4	-6%	-8%	-2%	-0.7%	234%[activator]	-5	16%
CC(C)c1ccc2c(c1)[C@H]1OCC[C@H]1[C@@H](c1cccs1)N2	-2%	-1%	-9%	-13	0%	-6%	1%	0.7%	-2%	-16	-10%
COC(=O)c1cccc(NC(=O)CSc2nc(C)cc(=O)[nH]2)c1	2%	-12%	8%	0	-6%	16%	2%	0.0%	0%	4	?
